Screening results from PubChem BioAssay.
Anthrax LF inh2: Bacillus anthracis LF protease inhibitors, primary screen, biochemical, multiplex microsphere, MLPCN library; inhibition, % at 10 µM; multiplex microsphere protease cleavage assay; 360,000 tested, 0.12% active; Lethal factor (Bacillus anthracis), P15917; AID 588501, 2011; note: plate controls were buffer without enzyme for full effect and enzyme alone for no effect
PfHsp40 rescue: rescue of yeast from PfHsp40 toxicity, primary screen, S. cerevisiae, ATP luminescence | 340,000 tested, 0.68% active | growth rescue, % at 12.5 µM | S. cerevisiae expressing PfHsp40, growth rescue; in the data active = growth rescue above about 28%, passing the limit was not always enough; inconclusive = no clear call, values can overlap the other calls;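 note: yeast W303a lacking pdr1 and pdr3 grown in galactose medium; growth measured after three days at 30 °C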
Yp Topo-I inh: Yersinia pestis topoisomerase I inhibitors, primary screen, biochemical, cleavage product accumulation, plate reader, single point | Y. pestis Topo-I cleavage product accumulation | activity, % at 10 µM | 360,000 tested, 0.064% active; in the data active = activity above about 50%, passing the limit was not always enough; inconclusive = no clear call, values can overlap the other calls; note: inactives centre near 2
FadD28 binding: inhibitors of FadD28 bisubstrate probe binding, primary screen, biochemical, fluorescence polarization, single point; inhibition, % at 12.5 µM; AID 588549, 2011; 360,000 tested, 0.22% active; Mycobacterium tuberculosis FadD28 fatty-acid-AMP ligase; in the data active = inhibition above about 8.5%, passing the limit was not always enough; inconclusive = no clear call, values can overlap the other calls
TcdB inh: TcdB glycohydrolase inhibitors, primary screen, biochemical, single point, plate reader | Toxin B (Clostridioides difficile), P18177 | 350,000 tested, 0.24% active | inhibition, % at 9.99 µM | TcdB glycohydrolase enzymatic assay; in the data active = inhibition above about 10%
Target sequence (P18177 whole entry, looked up): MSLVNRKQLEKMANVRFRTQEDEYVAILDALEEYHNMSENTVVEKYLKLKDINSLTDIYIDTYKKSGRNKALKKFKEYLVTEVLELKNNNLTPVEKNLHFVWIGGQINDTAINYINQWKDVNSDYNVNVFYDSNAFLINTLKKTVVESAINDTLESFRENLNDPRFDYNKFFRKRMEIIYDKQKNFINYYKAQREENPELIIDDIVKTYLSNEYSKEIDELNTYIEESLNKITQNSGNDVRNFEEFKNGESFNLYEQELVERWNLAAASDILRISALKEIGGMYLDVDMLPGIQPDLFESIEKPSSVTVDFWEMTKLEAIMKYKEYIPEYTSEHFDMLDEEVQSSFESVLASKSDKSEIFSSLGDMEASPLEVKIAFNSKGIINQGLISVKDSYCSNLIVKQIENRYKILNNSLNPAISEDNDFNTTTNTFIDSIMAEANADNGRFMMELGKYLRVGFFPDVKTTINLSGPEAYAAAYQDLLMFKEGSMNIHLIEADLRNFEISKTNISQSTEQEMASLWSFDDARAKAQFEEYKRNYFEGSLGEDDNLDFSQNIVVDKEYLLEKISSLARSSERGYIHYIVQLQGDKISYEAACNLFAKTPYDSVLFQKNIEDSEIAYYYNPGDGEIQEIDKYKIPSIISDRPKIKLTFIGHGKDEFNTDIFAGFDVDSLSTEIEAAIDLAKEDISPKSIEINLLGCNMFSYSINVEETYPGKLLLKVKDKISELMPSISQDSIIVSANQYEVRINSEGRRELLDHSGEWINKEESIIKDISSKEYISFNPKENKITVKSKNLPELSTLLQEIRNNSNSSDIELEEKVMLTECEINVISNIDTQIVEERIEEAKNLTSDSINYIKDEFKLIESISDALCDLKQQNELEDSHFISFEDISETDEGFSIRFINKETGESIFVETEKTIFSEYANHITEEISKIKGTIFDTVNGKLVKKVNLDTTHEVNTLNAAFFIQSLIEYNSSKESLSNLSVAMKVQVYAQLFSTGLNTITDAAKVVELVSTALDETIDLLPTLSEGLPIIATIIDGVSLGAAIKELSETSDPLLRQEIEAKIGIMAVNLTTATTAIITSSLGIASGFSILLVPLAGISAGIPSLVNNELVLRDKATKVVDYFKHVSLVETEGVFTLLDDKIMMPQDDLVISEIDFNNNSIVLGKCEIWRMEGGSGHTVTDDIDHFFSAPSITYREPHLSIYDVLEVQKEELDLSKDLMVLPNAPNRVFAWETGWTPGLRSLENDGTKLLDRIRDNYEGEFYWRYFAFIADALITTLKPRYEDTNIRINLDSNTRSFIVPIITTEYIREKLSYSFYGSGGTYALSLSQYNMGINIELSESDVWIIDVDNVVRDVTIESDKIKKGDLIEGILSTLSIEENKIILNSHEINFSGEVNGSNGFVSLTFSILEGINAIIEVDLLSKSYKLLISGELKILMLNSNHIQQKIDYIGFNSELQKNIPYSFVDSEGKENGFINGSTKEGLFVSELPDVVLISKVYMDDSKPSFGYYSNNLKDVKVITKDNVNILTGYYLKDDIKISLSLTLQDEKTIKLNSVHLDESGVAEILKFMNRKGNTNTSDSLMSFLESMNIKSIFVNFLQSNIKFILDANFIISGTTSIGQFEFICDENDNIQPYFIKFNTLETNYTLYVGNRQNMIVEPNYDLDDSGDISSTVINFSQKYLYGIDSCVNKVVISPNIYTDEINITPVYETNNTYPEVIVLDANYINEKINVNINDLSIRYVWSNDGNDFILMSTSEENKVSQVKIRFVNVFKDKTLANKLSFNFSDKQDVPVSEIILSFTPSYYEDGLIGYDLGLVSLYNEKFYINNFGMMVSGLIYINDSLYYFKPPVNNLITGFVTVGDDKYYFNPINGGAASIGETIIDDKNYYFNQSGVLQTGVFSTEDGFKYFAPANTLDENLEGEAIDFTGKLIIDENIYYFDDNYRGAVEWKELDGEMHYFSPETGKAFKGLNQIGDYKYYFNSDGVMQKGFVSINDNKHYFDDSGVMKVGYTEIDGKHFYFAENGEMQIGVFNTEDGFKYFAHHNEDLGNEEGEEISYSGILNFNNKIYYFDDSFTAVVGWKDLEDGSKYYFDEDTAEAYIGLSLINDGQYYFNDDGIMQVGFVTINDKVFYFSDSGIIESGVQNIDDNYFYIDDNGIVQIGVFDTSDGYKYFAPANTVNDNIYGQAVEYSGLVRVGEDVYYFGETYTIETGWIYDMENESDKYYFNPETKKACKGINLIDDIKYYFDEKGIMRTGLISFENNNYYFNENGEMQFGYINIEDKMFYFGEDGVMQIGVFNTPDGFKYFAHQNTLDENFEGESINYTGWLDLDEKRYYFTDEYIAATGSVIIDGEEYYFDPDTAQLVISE
BoNT-A LC inh2: BoNT/A light chain protease inhibitors, primary screen, biochemical, flow cytometry, MLPCN library; Botulinum neurotoxin type A light chain protease (Clostridium botulinum A str. ATCC 3502); multiplex microsphere protease substrate cleavage; inhibition, % at 10 µM; 360,000 tested, 0.17% active; note: plate controls were buffer without enzyme for full effect and enzyme alone for no effect
PrPC TRFRET: inhibitors of human cell surface prion protein PrPC, primary screen, cell-based, TR-FRET; Major prion protein (Homo sapiens), P04156; TR-FRET read-out; 370,000 tested, 0.43% active; inhibition, % at 13.8 µM; in the data active = inhibition above about 24%; note: 0% = median of the test wells and 100% = reference compound wells
CCHFV vOTU inh: CCHFV vOTU protease inhibitors, primary screen, biochemical, Pep-AMC substrate, fluorescence; inhibition, % at 11.5 µM; 370,000 tested, 0.55% active; in the data active = inhibition above about 30%; note: 0% = vehicle wells with enzyme and 100% = no enzyme wells
BoNT F protease: BoNT/F light chain protease inhibitors, primary screen, biochemical, flow cytometry, MLPCN library. Botulinum neurotoxin type F light chain protease (Clostridium botulinum). Multiplex microsphere protease cleavage assay. inhibition, % at 10 µM. 360,000 tested, 0.22% active; in the data active = inhibition above about 35%, passing the limit was not always enough; inconclusive = no clear call, values can overlap the other calls; note: plate controls were buffer without enzyme for full effect and enzyme alone for no effect
* = called active by the depositor; ? = inconclusive; · = no result given. Cut-off read from the data, not from the text of the source, unless noted: active = inhibition above about 30%; inconclusive = no clear call, values can overlap the other calls; inactive = below that.

SMILES	Anthrax LF inh2	PfHsp40 rescue	Yp Topo-I inh	FadD28 binding	TcdB inh	BoNT-A LC inh2	PrPC TRFRET	CCHFV vOTU inh	BoNT F protease
COc1ccc(NC(=S)Nc2ccc(C)c(Cl)c2)cc1OC	-4	-1.8	-1	-2.4	1.6	-1.4	-36	7	-4
Cc1cc(C)n(C(=O)c2ccc(C)o2)n1	-2	-1.1	4	1.4	·	-0.5	0	10	-19
COc1ccccc1CNC(=O)c1oc2ccccc2c1C	-3	-1.9	23	-5.5	2.3	-0.6	-1	-2	5
Cc1ccc(-c2nnc(SCC(=O)NC3CC3)n2N)cc1	4	-1.1	0	0.1	0.4	1.2	4	-10	-1
Cc1ccc(NC(=O)C(=O)NCC2CCCN2S(=O)(=O)c2cccs2)cc1 (stereo not given)	-3	0.2	21	-4.2	-0.2	-4.7	4	-6	5
Cc1ccc(NC(=O)c2cc(N3C(=O)C=CC3=O)ccc2N2CCOCC2)cc1Cl	-3	36*	12	-4.6	-0.4	1.1	2	-5	4
N[C@@H](CO)c1nnc([C@H](CCC(=O)O)NC(=O)C2CCNCC2)o1	-9	-0.3	3	-1.4	0.3	0.2	-1	-12	-3
O=C(NCCc1ccccc1)C(c1cccs1)N(C(=O)CCl)c1ccc(Cl)cc1 (stereo not given)	0	1.4	-4	-1.4	0.5	-0.2	-8	-15	5
CC1CCCCN1S(=O)(=O)c1ccc(S(=O)(=O)N2CCN(c3ccc(F)cc3)CC2)cc1 (stereo not given)	1	-0.1	3	-3.6	·	0.8	-8	0	3
O=C(CCC(=O)N1CCOc2ccc(Cl)cc21)N1CCC2(CC1)OCCO2	0	16	3	-4.6	0.2	2.4	3	-11	-5
O=C(NC1CCN(Cc2ccccc2)CC1)C1COc2ccccc2O1 (stereo not given)	-3	1.0	-5	-3.3	·	0.6	-9	7	-7
COc1cc(OC)cc(C(=O)NC(C(=O)Nc2ccc3nc(C)sc3c2)C(C)C)c1 (stereo not given)	-10	1.2	6	-7.0	2.1	0.3	-6	10	0
CSc1nc(NCCOCCO)c2sc3nc(-c4ccco4)c4c(c3c2n1)CCC4	5	-1.3	28	-7.6	·	3.2	1	-6	13
COc1cc(NC(=O)Cn2c(-c3cncs3)nc3ccccc32)cc(OC)c1OC	-2	-0.1	-9	-1.7	·	?	6	-8	2
CCO/C=C1\C(=O)N(c2ccc(OCC)cc2)C(=O)c2ccccc21	-3	-0.4	15	0.7	1.9	0.1	5	-1	-2
Cc1cc(NS(=O)(=O)N(C)C)ccc1C(C)C	2	1.0	6	-3.5	·	-0.6	2	4	-14
CCCN1CCC(=O)N([C@H](CO)CC(C)C)CC1	-5	-1.5	-4	-2.1	0.8	-0.7	-2	6	-1
COc1ccc(Cn2c(C)nnc2-c2cnn(C)c2N)cc1OC	0	-1.9	-10	-1.1	2.9	-0.8	-5	-9	-1
CCOc1cc(/C=N/NC(=O)c2cc(C3CC3)[nH]n2)ccc1O	0	-0.9	-4	-0.3	2.9	-0.1	10	5	1
Cc1nnc(SCC(=O)NC2CCCCC2)n1-c1ccccc1	-1	·	0	0.4	0.8	-0.2	8	11	-1

Brought forward from above: 5 compounds, followed by the next part.
SMILES	Anthrax LF inh2	PfHsp40 rescue	Yp Topo-I inh	FadD28 binding	TcdB inh	BoNT-A LC inh2	PrPC TRFRET	CCHFV vOTU inh	BoNT F protease
Cc1cc(NS(=O)(=O)N(C)C)ccc1C(C)C	2	1.0	6	-3.5	·	-0.6	2	4	-14
CCCN1CCC(=O)N([C@H](CO)CC(C)C)CC1	-5	-1.5	-4	-2.1	0.8	-0.7	-2	6	-1
COc1ccc(Cn2c(C)nnc2-c2cnn(C)c2N)cc1OC	0	-1.9	-10	-1.1	2.9	-0.8	-5	-9	-1
CCOc1cc(/C=N/NC(=O)c2cc(C3CC3)[nH]n2)ccc1O	0	-0.9	-4	-0.3	2.9	-0.1	10	5	1
Cc1nnc(SCC(=O)NC2CCCCC2)n1-c1ccccc1	-1	·	0	0.4	0.8	-0.2	8	11	-1
COc1cccc(CN2CCC2(C)C(=O)Nc2ccc(Cl)c(Cl)c2)c1F (stereo not given)	3	·	26	-2.6	-0.2	-0.6	5	-1	-13
Cc1cccc(OCCCOc2cccc3cccnc23)c1C	-3	-0.3	3	-0.5	·	0.0	6	18	-2
COc1ccc(Nc2ncnc3ccc(Br)cc23)c(OC)c1	0	-0.5	-4	-4.2	1.4	-1.7	14	-1	?
O=C(O)c1cc(-c2ccccc2Cl)n(-c2cccc(Cl)c2)n1	0	0.2	0	-1.6	13*	-0.9	1	0	6
CCN(CC)S(=O)(=O)c1cc(NC(=O)CCNC(=O)c2ccccc2Cl)ccc1C	0	0.1	9	-0.4	·	-0.4	-3	-11	-1
O=C(c1cccc(NS(=O)(=O)c2ccc(F)cc2)c1)N1CCN(c2ccccc2)CC1	?	-0.8	-11	-1.9	1.2	4.4	2	7	9
Cc1c(C)n2c(SCC(=O)N3CCCCCC3)nnc2[nH]c1=O	2	1.2	0	-0.2	2.3	1.7	-2	-10	1
CSc1nc2sc3c(c2c(=O)n1C)CCC(C)C3 (stereo not given)	-1	-1.3	9	-3.0	·	0.5	0	9	-2
O=C(NCCN1CCCC(O)C1)c1cc(COc2ccc(F)cc2Cl)on1 (stereo not given)	5	-0.8	-4	0.3	0.8	-1.1	-2	1	-1
CC1(C)CC(O)C(C(O)c2cccc([N+](=O)[O-])c2)C(C)(C)N1 (stereo not given)	1	-0.5	2	0.2	-0.9	-0.1	-2	-4	-1
C[C@H]1CCC(=O)N([C@H](CN=[N+]=[N-])Cc2ccccc2)CC1	-1	1.0	6	-1.6	0.7	0.2	1	3	1
COc1ccccc1NC(=O)C(C)OC(=O)Cn1cnc2c1c(=O)n(C)c(=O)n2C (stereo not given)	?	-0.1	1	-2.5	1.5	?	-1	0	?
COc1ccc(N(CC(=O)NCc2ccccc2OC)S(=O)(=O)c2c(C)nn(C)c2C)cc1	-11	-1.8	21	-0.1	2.0	-0.2	-4	-6	1
COc1cccc(C(=O)O/N=C2\CCS(=O)(=O)c3sccc32)c1	-2	0.0	-4	-1.3	0.0	-0.6	-2	-25	-1
O=C(N/N=C/c1ccc(O)c(O)c1)N/N=C/c1ccc(O)c(O)c1	-13	-1.4	-15	0.7	1.2	-3.8	-18	17	2
COc1cccc(C2NC(=O)c3ccccc3O2)c1OCc1ccccc1F (stereo not given)	-4	0.6	1	-3.0	-0.7	-1.0	2	10	-4
CN(C(=O)c1ccc(NC(=O)Cc2cccc(NC(=O)C3CCCN(C(=O)C4CCCCC4)C3)c2)cc1)C1CCCC1 (stereo not given)	3	0.8	17	-1.1	-1.5	-0.1	7	4	-11
CCOc1cc(C=C2C(=O)NC(=O)NC2=O)ccc1OS(=O)(=O)c1ccccc1	-1	0.1	-4	-0.1	·	1.4	·	·	-8
Cc1ccc(S(=O)(=O)N2CCC(C(=O)N3CCc4ccccc43)CC2)cc1	1	4.3	32	-1.7	-14	-0.3	5	13	5
CC(C)NC(=O)C(=O)Nc1ccc2c(c1)N(S(=O)(=O)c1cccs1)CCC2	-5	0.9	-6	-1.7	1.2	-1.1	6	-8	-2
OC(COc1ccc(Br)cc1)CN1CCOCC1 (stereo not given)	-2	0.1	5	-0.5	·	0.0	-4	8	3
O=C1COc2ccc(C(=O)COC(=O)c3c(F)cccc3Cl)cc2N1	-1	-1.1	8	-2.7	1.0	3.6	-8	-4	-9
CCN(CC(=O)Nc1ccccc1C(F)(F)F)C(=O)c1ccccc1Cc1ccccc1	-3	2.9	-6	-2.5	2.2	2.9	9	9	14
CCOC(=O)c1oc2ccc(OC)cc2c1NC(=O)CN1CCN(C)CC1	12	0.2	1	-1.6	·	0.8	-6	-20	-1
COc1ccc(N)cc1NC(=O)CN1CCCC1	5	-0.7	1	0.5	4.8	-2.9	-4	3	-14
Cc1ccc(OCc2nc(-c3ccccc3)no2)c(C)c1	·	0.6	8	-0.1	·	·	-9	14	·
O=C(c1cc2nc(-c3ccco3)cc(C(F)(F)F)n2n1)N1CCc2ccccc2C1	4	1.3	-3	-2.1	·	2.1	2	-2	-3
CC(=O)c1cc(Cl)ccc1OCC(=O)NC1CCCC1	-2	-0.6	4	-3.6	2.4	1.1	0	-5	2
COc1cc(/C=N/N=C2/NC(=O)C(Cc3ccc(F)cc3)S2)ccc1O (stereo not given)	-4	0.5	-5	3.8	0.7	-1.5	11	22	-8
COc1ccc(NC(=O)CSc2nnc(Cn3nnc4ccccc43)n2C)cc1	-4	-1.2	-5	-1.9	·	-0.4	3	-8	-3

Some entries already given, reduced to PfHsp40 rescue and Anthrax LF inh2.
mol	PfHsp40 rescue	Anthrax LF inh2
O=C1COc2ccc(C(=O)COC(=O)c3c(F)cccc3Cl)cc2N1	-1.1	-1
CCN(CC(=O)Nc1ccccc1C(F)(F)F)C(=O)c1ccccc1Cc1ccccc1	2.9	-3

Continuation.
SMILES	Anthrax LF inh2	PfHsp40 rescue	Yp Topo-I inh	FadD28 binding	TcdB inh	BoNT-A LC inh2	PrPC TRFRET	CCHFV vOTU inh	BoNT F protease
CCc1nnc(SCC(=O)Nc2ccc3c(c2)OCO3)n1CC	-1	0.4	-9	-2.6	1.2	-2.1	5	-2	3
COC(=O)c1c(C)[nH]c(O)c1C=Nc1ccc(C#N)cc1	-1	0.4	-4	-2.7	-0.2	-1.7	14	-1	-3
CCOC(=O)C1=C(C)NC2=C(C(=O)c3ccccc32)C1c1ccc(O)cc1 (stereo not given)	-2	0.6	-8	?	·	-0.7	-45	20	-2
CCCS(=O)(=O)n1nc(-c2ccc(C)cc2)cc1N	2	0.9	-4	-0.1	-0.2	-0.6	2	-2	2
FC(F)Oc1ccc(C2=Nn3c(nnc3-c3ccccc3Cl)SC2)cc1OCC1CC1	-2	4.6	0	-2.5	-1.1	-0.5	4	-3	-5
COc1ccc(CC(=O)Nc2c3c(nn2-c2cccc(C)c2C)CS(=O)C3)cc1 (stereo not given)	-2	-0.4	-2	-1.1	·	-0.4	-2	8	10
CCOC(=O)C(=O)c1cn(C2OCC(OC(C)=O)C(OC(C)=O)C2OC(C)=O)c2ccccc12 (stereo not given)	2	-0.9	-12	-0.9	·	1.5	8	14	6
O=C(/C=C/c1ccc2c(c1)OCO2)Nc1nc(-c2ccccc2)cs1	1	-0.4	-10	-2.3	·	1.0	2	-3	10
CCN(CC)C(NC(=O)c1ccccc1)C(=O)c1ccccc1 (stereo not given)	-1	-0.5	-2	-3.7	·	-0.3	8	-2	18
Cc1cccc(N2CCN(C(=O)CN3C(=O)NC(C)(C)C3=O)CC2)c1C	2	0.1	-2	-2.0	1.0	0.7	3	-4	3
Fc1ccc(-c2nc3c(Cl)cc(C(F)(F)F)cn3c2Cc2ccsc2)cc1	0	·	·	·	0.3	0.3	-3	15	-6
O=C1NC(c2ccc3c(c2)OCO3)Oc2ccccc21 (stereo not given)	-3	0.6	-1	-1.7	·	0.2	-4	-11	4
COc1ccc(-n2nnc3c(SCC(=O)NCc4ccco4)ncnc32)cc1	0	8.9	4	1.4	·	-0.5	8	-1	-3
Cc1cccc(OCCCC(=O)NC(C)C)c1	0	-0.3	0	-3.6	·	-0.1	2	8	-6
COc1ccc(NC(=S)N2CCC(NC(=O)c3ccco3)CC2)cc1	-2	-0.7	4	-1.2	-0.2	2.0	4	-2	-1
Cc1ccc2c(c1)/C(=C/c1ccco1)C(=O)N2	0	-0.5	-3	-2.2	0.9	-0.9	-9	-3	-6
COc1ccc(CCNc2ncnc3c2c(C)c(C)n3CCO)cc1OC	-6	-0.1	2	-2.8	-0.2	-0.4	11	-11	-4
CCC(CC)C(=O)N1CC(=O)Nc2ccc(F)cc2C1c1ccc(F)cc1 (stereo not given)	-2	0.2	-4	-3.7	0.5	-0.5	-7	4	-5
